A549 viability: kills or reduces viability of A549 cells in Nrf2 counter-screen | A549 ARE-Fluc cells, CellTiter-Fluor viability, 18-24 h | Potency, µM (highest dose often 46 µM), without a hit: top-dose activity change, negative = cytotoxicity, actives largely listed as inhibitors | 390,000 tested, 0.16% active | AID 504648; further: potency means the concentration at half of the fitted maximal effect; on the % scale 0 is the no-effect control and ±100 the full control effect
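Cytotoxicity counterscreen: CellTiter-Fluor fluorescence was measured in A549 ARE_Fluc cells after 18-24 h of compound exposure in a concentration series. The subsequent BugLite luminescent read reports ARE-luciferase activity.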
EPAC2 ag: activates human EPAC2 exchange factor. Q8WZA2. EPAC2 activation, biochemical qHTS; response scale: 100% = 6.5 mM cAMP response. Potency, µM (highest dose often 154 µM), without a hit: top-dose activation, actives largely listed as activators. 360,000 tested, 0.079% active; further: potency means the concentration at half of the fitted maximal effect; nearly all actives have a fitted effect of over 50% in size
Target sequence (Q8WZA2 whole entry, looked up): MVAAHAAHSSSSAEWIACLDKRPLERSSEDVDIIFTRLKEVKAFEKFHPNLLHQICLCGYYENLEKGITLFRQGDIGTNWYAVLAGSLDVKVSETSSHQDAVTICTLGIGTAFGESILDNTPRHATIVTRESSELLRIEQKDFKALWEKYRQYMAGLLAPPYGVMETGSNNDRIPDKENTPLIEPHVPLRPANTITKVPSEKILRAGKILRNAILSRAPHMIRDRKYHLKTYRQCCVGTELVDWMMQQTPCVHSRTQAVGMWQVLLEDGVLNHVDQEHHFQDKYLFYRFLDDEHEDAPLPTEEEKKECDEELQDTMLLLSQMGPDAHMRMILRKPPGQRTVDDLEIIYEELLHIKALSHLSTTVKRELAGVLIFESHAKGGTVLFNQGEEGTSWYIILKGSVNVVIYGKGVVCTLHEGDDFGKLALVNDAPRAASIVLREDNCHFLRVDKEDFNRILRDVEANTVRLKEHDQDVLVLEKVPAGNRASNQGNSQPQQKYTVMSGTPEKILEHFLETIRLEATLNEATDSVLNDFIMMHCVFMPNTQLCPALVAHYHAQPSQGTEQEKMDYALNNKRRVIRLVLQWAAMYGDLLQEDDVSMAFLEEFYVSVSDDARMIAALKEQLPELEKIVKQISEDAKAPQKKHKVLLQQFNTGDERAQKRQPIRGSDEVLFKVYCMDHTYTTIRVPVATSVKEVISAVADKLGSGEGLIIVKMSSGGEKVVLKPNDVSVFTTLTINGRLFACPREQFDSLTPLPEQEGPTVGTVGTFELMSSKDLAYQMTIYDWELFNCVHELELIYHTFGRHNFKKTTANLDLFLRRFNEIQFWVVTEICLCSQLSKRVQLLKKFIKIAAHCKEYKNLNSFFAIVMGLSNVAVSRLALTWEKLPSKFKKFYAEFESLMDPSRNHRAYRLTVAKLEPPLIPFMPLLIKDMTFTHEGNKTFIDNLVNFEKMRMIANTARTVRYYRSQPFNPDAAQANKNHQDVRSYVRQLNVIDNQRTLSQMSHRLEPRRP
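Fluorescence exchange assay: 100 nM EPAC2 with 250 nM RAP1B-BODIPY-GDP and 50 uM GDP; compounds tested as a concentration-titration series (qHTS). Loss of Rap1-bound BODIPY-GDP fluorescence read at 480/540 nm; data normalized to 6.5 mM cAMP.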
Nrf2 ARE act: activates Nrf2 signaling; AREc32 ARE-luciferase reporter (MCF7-derived line), luminescence, 24 h; Potency, µM (top dose mostly 46.1 µM), for inactives: top-dose activation, actives largely listed as activators; 410,000 tested, 0.31% active; AID 624171; further: potency means the concentration at half of the fitted maximal effect; % of control where 0% means no effect; nearly all actives have a fitted effect of over 65% in size
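Nrf2 activation is followed as ARE-luciferase induction in the AREc32 line after one day of compound treatment; luminescence is read with Steady-Glo.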
Nrf2 inh: blocks Nrf2 signaling; A549 ARE-Fluc reporter, luciferase luminescence, 18-24 h; Potency, µM (series often up to 46 µM), inactives show at the top dose activity change, negative = inhibition, usual class: inhibitors; 360,000 tested, 2.1% active; further: potency means the concentration at half of the fitted maximal effect; on the % scale 0 is the no-effect control and ±100 the full control effect; nearly all actives have a fitted effect of over 60% in size
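Cells were seeded and rested 2 h, then exposed to compounds for 18-24 h. CellTiter-Fluor was read first as a viability measure. BugLite was added 15 min before the final luminescent read of ARE-luciferase activity in A549 cells.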
CCT modulator: cytosolic chaperonin activity modulation; purified chaperonin ATPase assay, HTRF ADP detection, 30 min; 360,000 tested, 0.3% active; activity change, % (no concentration beside the values), hits read low; in the data active means activity change below about -30%; further: on the % scale 0 is the no-effect control and ±100 the full control effect
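TRiC at 40 or 20 nM final (batch-dependent) in 30 mM Tris pH 7.4, 100 mM KCl, 5 mM MgCl2, 1 mM DTT, with compound at single 76 uM and 10 uM ATP, 30 min at 37 deg C. ADP detected by HTRF Transcreener, 665/615 ratio.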
TGFb inhibitor: TGF-b pathway inhibition. HepG2 CAGA-GFP TGF-b/SMAD3 reporter, GFP fluorescence, 18 h; TGF-beta stimulated, 500 pg/mL final. Potency, µM (series often up to 46.1 µM), inactives show at the top dose activity, negative = inhibition, actives largely listed as inhibitors. 410,000 tested, 1.2% active; further: potency means the concentration at half of the fitted maximal effect; on the % scale 0 is the no-effect control and ±100 the full control effect; nearly all actives have a fitted effect of over 65% in size
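First, reporter cells (HEPG2 CAGA-GFP) rested 2 h at 37 degrees C. Next, compounds were pinned in and TGF-beta added to 500 pg/mL final. After 18 h, GFP was imaged per cell and summed per well.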
pAkt inh: Akt phosphorylation inhibition; Neuro2A IGF-stimulated pAkt S473 HTRF, 20 min; active compounds read low; AID 651550; 360,000 tested, 0.32% active; activity change, % for hits at 50 µM; in the data active means activity change below about -80%; inconclusive means mostly about -51% to -80%; further: on the % scale 0 is the no-effect control and ±100 the full control effect
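Single-point screen (50 µM final compound) in Neuro2A cells stimulated 20 min with 6 nM IGF at 37 deg C. After lysis, Ser473-phosphorylated Akt read by HTRF (ex 330 nm, em 615/665 nm) as the 665/615 ratio.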
MmCpn inh: blocks the Methanococcus maripaludis chaperonin Mm-Cpn; purified Mm-Cpn ATPase, ADP Transcreener TR-FRET; Potency, µM (series often up to 76.9 µM), for inactives: at the highest dose activity, negative = inhibition, actives largely listed as inhibitors; 330,000 tested, 0.031% active; AID 504842; further: potency means the concentration at half of the fitted maximal effect; on the % scale 0 is the no-effect control and ±100 the full control effect; nearly all actives have a fitted effect of over 80% in size
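Reaction buffer contained 30 mM Tris pH 7.4, 100 mM KCl, 5 mM MgCl2 and 1 mM DTT. Mm-CPN (25 nM final) hydrolysed 10 uM ATP over 30 min at 37°C; ADP was read by HTRF.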
EPAC2 antag: antagonists of human EPAC2 | Potency, µM (doses to about 114 µM), without a hit: at the top dose activity, negative = inhibition, most hits filed as inhibitors | EPAC2 GEF exchange of Rap1B-BODIPY-GDP, fluorescence | 360,000 tested, 0.18% active | Q8WZA2; further: potency means the concentration at half of the fitted maximal effect; on the % scale 0 is the no-effect control and ±100 the full control effect; nearly all actives have a fitted effect of over 45% in size; many of its hits are not listed in these tables
An asterisk follows results filed as active; i = inactive; u = inconclusive; x = no result given; & = joins results of further samples; [ ] = another dose, or the depositor's remark. Unless noted, the call rests on the fitted dose curve; in most records, active means well fitted curve in the direction sought with a large enough effect; inconclusive means small, poorly fitted or top-dose-only effect, or another doubt; inactive means no such curve, though single readings can be large; an effect the other way counts as inactive or inconclusive. An excerpt, so the mix of outcomes need not match the whole.

Values in the order: A549 viability | EPAC2 ag | Nrf2 ARE act | Nrf2 inh | CCT modulator | TGFb inhibitor | pAkt inh | MmCpn inh | EPAC2 antag
CCN(c1ccccc1)S(=O)(=O)c1ccc(OC)c(NC(=O)Cc2ccc(F)cc2)c1
→ 8% | -1% | -0.3% | -22% | -3.9 | -8% | i | 1% | -12%
O=C(O)c1cccc(Nc2nc(-c3ccc([N+](=O)[O-])cc3)nc3ccccc23)c1
→ -8% | 2% | 2.5% | -17% | -0.1 | 6% | i | 0% | -1%
CC(C)C(c1nnnn1Cc1ccco1)N1CCN(C2CCCC2)CC1 (stereo not drawn)
→ -2% | 1% | -0.5% | 0% | 1.4 | -5% | i | 0% | 8%
CCCCN(CCCC)C(=O)c1ccccc1NC(=O)CN1C(=O)c2ccccc2C1=O
→ -5% | 2% | -0.4% | 11% | -1.2 | 2% | i | 1% | 2%
Cn1c(=O)c2c(c3ccccc31)OC(=O)CC2c1cccnc1 (stereo not drawn)
→ -4% | -2% | -0.7% | 18% | -4.6 | 9% | i | u | 3%
COc1ccc(N(C)C(=O)CCS(=O)(=O)c2cccc3nonc23)cc1
→ 0% | 5% | 0.4% | 11% | 0.5 | -13% | i | x | 8%
Cc1ccc(/C=C(\C#N)c2nc(-c3cc4c(ccc5ccccc54)oc3=O)cs2)cc1
→ 4% | x | -0.9% | 1% | x | -7% | x | x | x
Nn1c(Nc2ccccc2)nc2ccccc21
→ 2% | 4% | 6.0% | u | -0.1 | 46% | i | -2% | 0%[57.1 µM]
Cc1cccc2nc(COc3ccc(Cl)c4cccnc34)cn12
→ 5% | 23% | 3.9% | 5% | -3.5 | -14% | i | 0% | -3%
COc1cccc(CN(C)C[C@@H]2OCc3cnnn3CCCC(=O)N([C@@H](C)CO)C[C@H]2C)c1
→ x | 1% | -0.3% | x | 0.3 | -4% | i | x | -7%
CCOC(=O)c1c(C)[nH]c(C(=O)COC(=O)c2ccncc2)c1C
→ 0% | -6% | 2.8% | x | 0.9 | -31% | i | -10% | 11%
CCN=C1SC(CC(=O)Nc2ccc3c(c2)OCO3)C(=O)N1CC (stereo not drawn)
→ 2% | 4% | 0.1% | 3% | -1.1 | 12% | i | 0% | 0%
Cc1ccc(N(C(=O)c2csnn2)C(C(=O)NC2CCCCC2)c2ccccn2)cc1C (stereo not drawn)
→ -13% | 2% | -0.2% | -3% | -0.5 | -5% | i | -4% | -2%
CCC(Sc1nc2ncccc2[nH]1)C(=O)Nc1cccc(OC)c1 (stereo not drawn)
→ 5% | x | 6.4% | 16% | x | -13% | x | x | x
CN1CCCNc2nc3ccccc3nc21
→ 5% | 11% | 0.1% | u | -1.2 | -5% | i | -8% | 7%
Clc1ccccc1/C=N/NC1=Nc2cccc3cccc1c23
→ u | 18% | 17% | u | 1.7 | 26% | i | -3% | 0%
O=c1[nH]ncn1-c1ccccc1
→ 0% | 2% | -0.6% | 7% | -0.9 | 2% | i | -1% | -6%
CN1c2ccc(Cl)cc2C(=O)NC1C1CC=CCC1 (stereo not drawn)
→ -3% | u | 2.6% | -6% | -0.4 | u | i | -2% | 0%
O=C(Nc1nncs1)Oc1ccccc1
→ 6% | -2% | 0.1% | -8% | -2.9 | -5% | i | 1% | 0%
Cc1ncc([N+](=O)[O-])n1CCOC(=O)c1ccc(Br)cc1
→ 2% | 1% | 1.9% | -5% | 1.1 | 6% | i | -1% | -9%

Compound profiles (already shown).
CN1CCCNc2nc3ccccc3nc21 reads A549 viability = 5%; EPAC2 ag = 11%; Nrf2 ARE act = 0.1%; Nrf2 inh = u; CCT modulator = -1.2; TGFb inhibitor = -5%; pAkt inh = i; MmCpn inh = -8%; EPAC2 antag = 7%
CCOC(=O)c1c(C)[nH]c(C(=O)COC(=O)c2ccncc2)c1C reads A549 viability = 0%; EPAC2 ag = -6%; Nrf2 ARE act = 2.8%; Nrf2 inh = x; CCT modulator = 0.9; TGFb inhibitor = -31%; pAkt inh = i; MmCpn inh = -10%; EPAC2 antag = 11%

(list continues)
Values in the order: A549 viability | EPAC2 ag | Nrf2 ARE act | Nrf2 inh | CCT modulator | TGFb inhibitor | pAkt inh | MmCpn inh | EPAC2 antag
CC(C)(C)c1ccc(C(=O)Nc2ccc(S(N)(=O)=O)cc2)cc1
→ -12% | -2% | 0.3% | u | -0.3 | u | i | -18% | -11%
CCOC(=O)CCN(C(=S)Nc1ccccc1)C1CCCCC1
→ 1% | 7% | 1.1% | -3% | -0.8 | -6% | i | x | 8%
C=CCn1cnc2scc(-c3ccc(CC)cc3)c2c1=O
→ 7% | 7% | 0.1% | -22% | 1.1 | 3% | i | x | -6%
Cc1cc(C)n2nc(C(=O)OCC(=O)Nc3ccc(C)c(S(=O)(=O)N(C)C)c3)nc2n1
→ 8% | 2% | -0.1% | 0% | -1.8 | u | i | 0% | 1%
O=C(Oc1ccccc1C(=O)N1CCOCC1)c1ccccc1
→ 4% | -7% | -0.9% | x | -2.7 | 36% | i | -3% | -5%
CC(=O)c1ccccc1N(C(=O)Cn1nnc2ccccc21)C(C(=O)NCC1CCCO1)c1ccc(N2CCOCC2)cc1 (stereo not drawn)
→ 0% | 10% | -0.4% | -19% | 0.5 | 3% | i | 0% | -7%
COc1ccc(C(=O)Nc2nc3cc4c(cc3s2)OCO4)c(OC)c1
→ -3% | 4% | -0.4% | u | -0.8 | -1% | i | 0% | 1%
O=C(N/N=C/c1sc2ccccc2c1O)c1ccccc1
→ u | 7% | 0.6% | u | -1.5 | -13% | i | -8% | 23%
COc1ccc(-c2nc3ccccn3c2CN2CCN(c3ccccc3F)CC2)cc1
→ u | 13% | 5.2% | -2% | 1.0 | u | i | 0% | 1%
O=C(N/N=C/c1ccc2c(c1)OCO2)c1cc(-c2ccccc2Cl)nc2ccccc12
→ -1% | 4% | -0.6% | 10% | -4.6 | u | i | -18% | 18%
O=C(Nc1ccc(Br)cc1)c1cc(-c2ccncc2)nc2ccccc12
→ -17% | -6% | 5.1% | u | -1.5 | u | i | 0% | 1%
CC(=O)c1cccc(NS(=O)(=O)N2CCCCC2)c1
→ 11% | 4% | 3.8% | x | 1.0 | 4% | i | -1% | 13%
CCOc1ccccc1N(CC)C(=O)c1cc2c(=O)[nH]c3ccc(C)cc3c2s1
→ -11% | x | -0.3% | -1% | x | 1% | x | x | x
CCN1CCN(C(=O)/C=C/c2ccc(C(C)C)cc2)CC1
→ 5% | 0% | -0.2% | u | -1.7 | 11% | i | x | 6%
Cc1sc2ncn(CC(=O)NCCN(C)C)c(=O)c2c1S(=O)(=O)N1CCC(C)CC1
→ 5% | 1% | 0.1% | 28% | 1.4 | 22% | i | 0% | 0%
CC(C)Oc1cc(F)ccc1-c1cc(C(=O)NC2CCCCC2)[nH]n1
→ x | 7% | 1.0% | x | -0.4 | 28% | i | x | -11%
COc1ccc(S(=O)(=O)N2CCN(C(=O)c3sccc3-c3ccccc3)CC2)cc1
→ -5% | 0% | -0.2% | -22% | -3.2 | u | i | 1% | -4%
CC1(C(=O)NS(=O)(=O)Cc2cccc(Cl)c2)CCN1C(=O)C1(c2ccc(Cl)cc2)CCC1 (stereo not drawn)
→ x | -2% | -0.5%[9.22 µM] | x | 1.9 | 0% | i | x | u
Cc1ccc(S(=O)(=O)N2CCOCC2)cc1C(=O)OCC(=O)NC1CCCC(C)C1C (stereo not drawn)
→ -8% | -7% | 1.0% | -4% | -0.5 | -9% | i | 0% | 46%[activator]
O=C1CC(C(=O)N2CCN(c3ccccc3)CC2)CN1Cc1ccccc1 (stereo not drawn)
→ -1% | -10% | 0.0% | 2% | -1.9 | -7% | i | 1% | 13%
COc1ccc(C)c2sc(NC(=O)CCS(=O)(=O)c3ccccc3)nc12
→ 4% | 9% | u | 10% | -0.4 | u | i | -1% | 12%
CCOc1ccc(NC(=O)CCn2cccc2)cc1
→ 2% | 6% | 0.0% | 7% | 1.6 | -7% | i | -3% | 3%
Cc1ccc(N(CC(=O)NCc2ccco2)C(=O)CCC(=O)Nc2ccccn2)c(C)c1
→ 1% | 3% | 0.3% | 5% | -3.0 | 14% | i | 1% | -11%
O=C(Nc1nnc(S(=O)(=O)N2CCCCCC2)s1)c1ccc(Br)cc1
→ 3%&-9% | 18% | -0.7%&3.3% | u | -0.6 | u | i | -1% | 0%
CC1CCC(NC(=O)c2ccc3c(c2)N(Cc2ccccc2F)C(=O)c2ccccc2S3(=O)=O)CC1 (stereo not drawn)
→ -7% | x | -0.4% | 11% | x | u | x | x | x
CCCCCCn1cc(CN2CC(N3CCN(C)CC3)CS2(=O)=O)nn1 (stereo not drawn)
→ x | 9% | -0.2% | x | -0.4 | x | i | x | 3%
COc1ccc(/C=C2/SC(=S)N(CCC(=O)O)C2=O)cc1
→ u | 11% | -0.7% | u | -10 | -13% | i | 0% | -2%
Cc1oc(-c2ccccc2)nc1CC(=O)O
→ -5% | 0% | -0.1% | 3% | -2.4 | -3% | i | 0% | -3%
CC(C)Cn1cc(NC(=O)N2CCN(c3ccc(F)cc3)CC2)c2ccccc2c1=O
→ 1% | x | -0.4% | u | x | -8% | x | x | x
CCOC(=O)N1CCN(C(=O)COC(=O)c2ccc(N(C)C)cc2)CC1
→ -4% | -1% | -0.3% | 4% | 1.2 | 2% | i | 1% | 0%
CCOc1ccc(-c2c(=O)n(OCc3ccc([N+](=O)[O-])cc3)c3ccccc3[n+]2[O-])c(OCC)c1
→ -5% | 1% | -0.3% | 7% | -1.2 | 0% | i | x | 12%
O=C(CCCCn1c(=O)c2ccccc2n(CC(=O)Nc2ccc(F)cc2F)c1=O)NCCc1ccccc1
→ 3% | x | -0.5% | 4% | x | -29% | x | x | x
